# STAT3 inh: IL-6 driven STAT3 reporter inhibitors, primary screen, U3A cells, luciferase, luminescence, MLSCN library; inhibition, % at 5.5 µM; IL-6 STAT3-luciferase reporter; host cell line lacks STAT1; 190,000 compounds, 0.89% hits;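 active = inhibition above the mean inhibition across all screened compounds plus 3 SD, cut at about 44% in these data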;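 note: 0% = DMSO only wells and 100% = 100 µM nifuroxazide control wells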
# STAT1 blocker: STAT1 signaling inhibitors, primary screen, cell-based, HTS, luciferase reporter; NIH 3T3 STAT1-luciferase reporter, IFN-gamma, luminescence; 200,000 compounds, 0.35% hits; inhibition, % at 5.5 µM;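 active = inhibition above a set limit, the mean inhibition across all tested compounds plus 3 SD, cut at about 34% in these data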;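 note: 0% = IFN-gamma with DMSO and 100% = IFN-gamma with 300 µM nifuroxazide; values of inactives mirror those of a sister screen read the other way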
# PPARg SRC-2 ag: agonists of PPARg-SRC-2 recruitment, primary screen, biochemical, HTS; 200,000 compounds, 0.34% hits; Peroxisome proliferator-activated receptor gamma (Homo sapiens), P37231; activation, % at 8 µM; PPARgamma LBD-SRC-2 recruitment; in the data active = activation above about 22%;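 note: 0% = vehicle and 100% = reference agonist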
# bIAP inh: bovine intestinal alkaline phosphatase inhibitors, primary screen, selectivity assay for TNAP inhibitor project, biochemical, bovine IAP, CDP-star luminescence | purified bovine IAP, 30 min | inhibition, % at 20 µM | 190,000 tested, under 10 active;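 active = over 50% inhibition of intestinal alkaline phosphatase at 20 µM in the single-dose screen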
#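 System: Purified bovine intestinal alkaline phosphatase (IAP) enzyme | Input: IAP diluted 1/65,000,000 in the well | Also added: CDP-star chemiluminescent phosphatase substrate, 30 µM final | Dosing: 20 µM single dose | Times: Enzyme reaction for 30 min at room temperature | Detection: Luminescence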
# PPARg SRC3 recr: PPARgamma agonists recruiting SRC-3 coactivator, primary screen, biochemical; biochemical PPARgamma/SRC-3 coactivator recruitment assay; 200,000 compounds, 0.26% hits; activation, % at 8 µM; in the data active = activation above about 23%;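 note: 0% = DMSO and 100% = reference agonist; some compounds past the cut are filed as inactive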
# STAT3 act: IL-6 driven STAT3 reporter potentiators, primary screen, U3A cells, luciferase, luminescence, MLSCN library; IL-6 STAT3-luciferase reporter; 100% = signal with IL-6 EC80 alone; 190,000 compounds, 0.91% hits; activation (% of control), % at 5.6 µM;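 active = activation above the screen-wide mean of compound activation plus 3 SD, cut at about 130% in these data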;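 note: 0% = background luminescence of wells with medium and substrate only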
#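 Detection: reporter luminescence signal / Assay system: STAT1-lacking human U3A cells, STAT3 luciferase reporter / Incubation: compound pre-incubation 1 h before IL-6, then 6 h stimulation at 37 °C / Control set: IL-6-only high control / Read-out: % activation relative to IL-6 control / Probe or stimulus: Interleukin-6, 33 ng/mL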
# ROMK mod: ROMK potassium channel modulators, primary screen, cell-based, thallium flux, MLSMR library; ATP-sensitive inward rectifier potassium channel 1 (Homo sapiens), P48048; Tet-inducible ROMK, thallium flux fluorescence; actives lie on both sides; B-score at 10 µM; 130,000 compounds, 2% hits; AID 1918, 2009;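 active = signal ratio slope over the read window, or its plate-corrected B-score, at least 3 SD from the plate mean, either direction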;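 note: B-score of the F/F0 ratio slope over 7 to 12 s after thallium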
# Target sequence (P48048 whole entry, looked up): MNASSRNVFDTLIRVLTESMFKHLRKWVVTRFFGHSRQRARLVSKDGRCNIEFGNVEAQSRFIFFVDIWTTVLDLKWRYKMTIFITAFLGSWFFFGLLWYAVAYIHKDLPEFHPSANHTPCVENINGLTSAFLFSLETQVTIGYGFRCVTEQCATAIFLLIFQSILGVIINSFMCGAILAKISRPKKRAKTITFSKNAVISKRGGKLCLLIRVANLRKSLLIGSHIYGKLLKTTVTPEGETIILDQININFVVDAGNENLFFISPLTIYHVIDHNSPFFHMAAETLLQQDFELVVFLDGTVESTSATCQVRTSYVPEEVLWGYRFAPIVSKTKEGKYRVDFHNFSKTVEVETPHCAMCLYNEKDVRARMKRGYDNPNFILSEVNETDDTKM
# TNAP act hiacc: TNAP activators at high phosphate acceptor level, primary screen, biochemical, luminescence, uHTS; 200,000 tested, under 10 active; purified TNAP, CDP-star luminescence, 1 M DEA, 30 min; active compounds read high; 0 = EDTA background, 1 = DMSO-only activity; Alkaline phosphatase, tissue-nonspecific isozyme (Homo sapiens), P05186; activation factor at 20 µM;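 active = activation factor at least 2 at 20 µM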
# Target sequence (P05186 whole entry, looked up): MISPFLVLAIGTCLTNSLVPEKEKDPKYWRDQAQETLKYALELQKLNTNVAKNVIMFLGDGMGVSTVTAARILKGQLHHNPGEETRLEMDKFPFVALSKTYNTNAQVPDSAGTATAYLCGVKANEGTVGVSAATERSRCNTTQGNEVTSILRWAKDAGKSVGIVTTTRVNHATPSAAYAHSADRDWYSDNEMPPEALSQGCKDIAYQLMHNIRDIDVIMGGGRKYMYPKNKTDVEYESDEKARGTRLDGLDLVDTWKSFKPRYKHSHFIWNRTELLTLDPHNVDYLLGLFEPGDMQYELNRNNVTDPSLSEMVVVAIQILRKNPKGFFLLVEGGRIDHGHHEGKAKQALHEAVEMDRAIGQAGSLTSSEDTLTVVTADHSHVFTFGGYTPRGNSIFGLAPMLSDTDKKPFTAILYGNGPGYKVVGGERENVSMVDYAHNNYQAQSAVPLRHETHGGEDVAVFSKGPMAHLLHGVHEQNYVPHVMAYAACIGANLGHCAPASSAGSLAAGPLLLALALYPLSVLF
#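 Test system – human TNAP · Doses – 20 µM single point · Incubation – 30 min, room temperature · Signal – luminescent substrate turnover signal · Read-out basis – activation factor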
# PPARg SRC-1 ag: PPARgamma agonists recruiting SRC-1 coactivator, primary screen, biochemical | Peroxisome proliferator-activated receptor gamma (Homo sapiens), P37231 | 200,000 compounds, 0.41% hits | PPARgamma-SRC-1 coactivator recruitment biochemical assay | AID 631, 2007 | activation, % at 8 µM; in the data active = activation above about 19%;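 note: 0% = DMSO and 100% = reference agonist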
# TR-FRET SRC-2 ct: TR-FRET signal artefacts, primary screen, artefact control for PPARgamma SRC-2 agonist project, biochemical. TR-FRET artefact counter-screen; active compounds read high. TR-FRET ratio at 8 µM. 200,000 compounds, 0.4% hits. AID 1049, 2008; in the data active = TR-FRET ratio above about 2000; note: inactives centre near 1500
# bIAP activator: bovine intestinal alkaline phosphatase activators, primary screen, biochemical, bovine IAP, CDP-star luminescence; alkaline phosphatase, intestinal [Bos taurus]; purified bovine IAP, 30 min; active compounds read high; fold of DMSO-control signal, blank-subtracted; activation factor at 20 µM; 200,000 compounds, 0.17% hits;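 active = activation factor of 2 or more at 20 µM, a signal rise over negative controls twice the positive control's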
# * marks the source's active call; other numbers are inactive results; · = no result given.
# Start of the data: the first 5 records, ahead of the listing:
SMILES,STAT3 inh,STAT1 blocker,PPARg SRC-2 ag,bIAP inh,PPARg SRC3 recr,STAT3 act,ROMK mod,TNAP act hiacc,PPARg SRC-1 ag,TR-FRET SRC-2 ct,bIAP activator
Cn1c2ccccc2c2cc(C(=O)N3CCN(CCO)CC3)sc21,-14,-8,-3,1,6,116,·,1,-2,1579,1
COc1ccc(Cc2nnc(SCC(=O)c3cccc([N+](=O)[O-])c3)n2C)cc1,13,1,11,-6,7,94,-0.83,1,1,1736,1.1
O=C(Nc1cc(S(=O)(=O)N2CCOCC2)ccc1N1CCOCC1)c1ccc(S(=O)(=O)N2CCCCC2)cc1,-5,-2,5,-17,2,105,1,1,-4,1466,1.2
CCC(C)C(=O)Nc1cc(OC)c(OC)cc1C(=O)O (centres undefined),0,7,10,13,-10,101,-1.1,1,-1,1683,0.9
CCc1nnc(NS(=O)(=O)c2ccc(N3C(=O)c4ccccc4C3=O)cc2)s1,4,-6,6,1,8,103,·,1,0,1531,1

# The whole of this part (from the top)
SMILES,STAT3 inh,STAT1 blocker,PPARg SRC-2 ag,bIAP inh,PPARg SRC3 recr,STAT3 act,ROMK mod,TNAP act hiacc,PPARg SRC-1 ag,TR-FRET SRC-2 ct,bIAP activator
Cn1c2ccccc2c2cc(C(=O)N3CCN(CCO)CC3)sc21,-14,-8,-3,1,6,116,·,1,-2,1579,1
COc1ccc(Cc2nnc(SCC(=O)c3cccc([N+](=O)[O-])c3)n2C)cc1,13,1,11,-6,7,94,-0.83,1,1,1736,1.1
O=C(Nc1cc(S(=O)(=O)N2CCOCC2)ccc1N1CCOCC1)c1ccc(S(=O)(=O)N2CCCCC2)cc1,-5,-2,5,-17,2,105,1,1,-4,1466,1.2
CCC(C)C(=O)Nc1cc(OC)c(OC)cc1C(=O)O (centres undefined),0,7,10,13,-10,101,-1.1,1,-1,1683,0.9
CCc1nnc(NS(=O)(=O)c2ccc(N3C(=O)c4ccccc4C3=O)cc2)s1,4,-6,6,1,8,103,·,1,0,1531,1
C=CCN(CC=C)C(=O)C(=O)c1cc(C)n(-c2ccc([N+](=O)[O-])cc2)c1C,7,5,-3,5,-4,97,·,1,-4,1317,0.9
CC(C)N(C(=O)CSc1nnc(CN2CCCCCC2=O)n1-c1ccccn1)C(C)C,8,-3,0,-4,3,99,·,1,-3,1440,1
CCCOc1ccc(C(=O)Nc2ccc(Cl)cn2)cc1,56*,-2,11,12,-3,56,-0.9,1,7,1570,0.9
COc1ccc(NC(=O)CN2CCN(c3ccccc3)CC2)cc1,5,-2,2,0,-2,100,0.65,1,1,1584,1
CCCOc1ccc(NC2=CC(=O)CC(C)(C)C2)cc1,2,-4,9,-2,14,99,0.68,1,8,1662,1
CCCCn1c(/C=C/c2ccco2)nc2ccccc21,-2,7,3,9,8,98,·,1,1,1651,0.9
O=C(COc1ccccc1)c1cn(CC(=O)N2CCOCC2)c2ccccc12,0,-4,8,-2,9,102,0.1,1.1,8,1616,1
COc1cc(NC(=O)CN2CCCCC2)c(C)cc1[N+](=O)[O-],-8,-1,1,13,-4,110,·,1,7,1451,0.9
Cc1[nH]c2ccccc2c1C(Nc1nccs1)c1ccncc1 (centres undefined),0,-1,-1,19,2,102,·,1,-2,1498,0.8
N/C(=N\OCc1ccc([N+](=O)[O-])cc1)c1ccncc1,1,-16,2,0,-4,99,-0.13,1.1,-2,1478,1
CC(=O)Nc1ccc(N2CCCC2)cc1,9,-4,12,3,5,97,-0.11,1,6,1701,1
Cc1c(NC(=O)CN2c3ccccc3CC2C)c(=O)n(-c2ccccc2)n1C (centres undefined),-3,-19,-1,8,5,104,-0.47,1.1,11,1724,0.9
C/C(Cn1cnc([N+](=O)[O-])n1)=N\NC(=O)c1ccncc1,-6,-10,-7,8,6,109,0.76,1,2,1217,0.9
COc1cccc(C(=O)Nc2nc(-c3ccc(S(=O)(=O)N4CCOCC4)cc3)cs2)c1,48*,47*,4,5,16,63,·,1.1,0,2385*,0.9
COc1ccc(C(=O)NCCn2ccc3ccccc32)cc1,6,-17,8,12,-13,96,·,1.1,3,1662,0.9
C=CCSc1nnc(NC(=O)CSc2ccccn2)s1,15,-5,15,13,4,90,-0.024,1,0,1585,0.9
CCCCN(CCCC)C(=O)C[n+]1cccc(/C=N/O)c1,-11,-5,-9,3,0,110,-0.56,1,0,1528,1
COc1cc(C(=O)N2CCC(NC(=O)C(Cc3ccccc3)NC(C)=O)CC2)cc(OC)c1OC (centres undefined),5,0,4,8,-9,104,·,1.1,-4,1558,0.9
Cc1ccc2nc(NC(=O)c3ccc(OCC4CCCO4)cc3)sc2c1 (centres undefined),4,-62,-7,13,-7,96,-0.74,1,-6,1352,0.9
OCCC1CN(Cc2ccon2)CCN1Cc1ccccc1 (centres undefined),-4,6,4,9,4,108,0.28,1,4,1460,0.9
CCOC(=O)c1cc2occc2n1CC(=O)NC1CCCCC1C (centres undefined),7,-2,3,·,-8,98,0.34,1,-3,1309,0.1
CCn1c2ccccc2c2cc(CN3CCN(C(=O)c4ccco4)CC3)ccc21,13,-5,-4,-10,9,91,·,1.1,14,1703,1.1
O=C(Nc1ccccc1)c1sc(N2CCOCC2)nc1-c1ccccc1,-7,1,13,-1,7,105,·,1,6,1762,1
Brc1ccc2ncnc(Nc3cccc4ccccc34)c2c1,-42,28,4,-2,1,147*,·,1.1,2,1605,1
O=C(Oc1ccc(C(=S)N2CCOCC2)cc1Br)c1cc(Cl)ccc1Cl,13,6,1,6,1,98,·,1,-1,1758,0.9
Cc1ccc(NC(=O)c2ccc(OC(F)F)cc2)cc1S(=O)(=O)N(C)C,9,-6,-2,2,2,95,0.0048,1,-3,1518,1
CC(c1ccc(F)cc1)n1c(-c2ccc3ccccc3n2)n[nH]c1=S (centres undefined),11,-5,5,3,4,95,·,1,0,1372,1
Cc1ccc(NCC(=O)N/N=C/c2cc(O)ccc2[N+](=O)[O-])cc1,9,-8,10,7,5,98,·,0.9,4,1638,0.9
CCN(CC)c1ccc(/C=N/NC(=O)c2c(Cl)c(C)nn2C)cc1,-1,-8,8,10,1,104,0.46,1.1,0,1589,0.9
O=C(O)c1cn(C2CC2)c2cc(N3CCOCC3)c(F)cc2c1=O,-4,1,-1,·,-17,104,0.43,·,-3,1517,·
COc1ccc(C2/C(=C(\O)c3ccc4c(c3)OCCO4)C(=O)C(=O)N2CCCN(C)C)cc1 (centres undefined),5,0,6,1,9,99,1.3,1.1,4,1563,1
COc1ccc(N2CCN(Cc3nc4ccccc4c(=O)[nH]3)CC2)cc1,1,6,-1,0,-1,102,·,1,-5,1479,1
Cc1c(NC(=O)COC(=O)C23CC4CC(CC(O)(C4)C2)C3)c(=O)n(-c2ccccc2)n1C,-1,1,-7,-8,-4,106,0.27,1.1,-5,1419,1.1
Cc1c(Cl)cccc1NC(=O)COc1ccc(S(=O)(=O)N2CCOCC2)cc1,6,0,1,8,-7,101,0.22,1.1,3,1387,0.9
COc1cc2c(cc1OC)CN(C(=S)Nc1c(C)cccc1C)CC2,4,-1,4,-6,3,97,0,1,6,1514,1.1
COC(=O)CC1C(=O)NCCN1C(=O)c1ccccc1 (centres undefined),5,-3,-1,11,-4,101,·,1,2,1496,0.9
COc1ccccc1NC(C)C(=O)N/N=C/c1cccs1 (centres undefined),-2,4,6,4,7,103,0.76,1,4,1725,1
CCCCn1c(SCC(=O)NCC2CCCO2)nc2ccc(N3CCOCC3)cc2c1=O (centres undefined),16,9,11,-1,4,91,·,1,0,1519,1
CC(C)c1ccc(S(=O)(=O)c2nnn3c2nc(N2CCCCC2)c2ccccc23)cc1,-3,-6,-6,-8,-2,105,·,0.9,-4,1477,1.1
Cc1nn(C(=O)CNS(=O)(=O)c2ccccc2)c(C)c1Sc1ccc(Cl)cc1,-5,-12,-11,-1,-2,106,-0.0097,1,1,1397,1
CC(C)CN(C(=O)COC(=O)C1c2ccccc2Oc2ccccc21)C1CCS(=O)(=O)C1 (centres undefined),2,-1,10,-7,1,102,-0.3,1,-4,1468,1.1
O=C(CO/N=C/c1ccccc1OC(F)F)NCc1cccs1,1,2,-1,-1,0,100,0.46,1,6,1606,1
Cc1cc(C)c(NC(=O)NC(=O)C(Cl)(Cl)Cl)c(C)c1,-1,-4,-3,-1,-3,105,-0.012,1,-4,1390,1
CCOc1ccc(N(Cc2cc3cc(OC)ccc3[nH]c2=O)C(=O)C2CCCO2)cc1 (centres undefined),6,-4,-4,1,7,99,·,1,7,1476,1
COc1ccc(S(=O)(=O)N2CCCCC2)cc1C(C)C,9,15,2,6,8,96,·,1,2,1592,0.9
O=S(=O)(Cc1ccc(Cl)cc1)c1ccccc1-c1nnc(-c2ccc(Cl)cc2)o1,7,0,5,-2,2,103,·,1,-2,1356,1
COc1ccc(N2C(=O)CC(N3CCN(S(=O)(=O)c4cc(C)ccc4C)CC3)C2=O)cc1 (centres undefined),-4,-5,12,4,2,105,-0.035,1,12,1582,1
c1ccc(-c2nc(NCCCN3CCOCC3)c3ccccc3n2)cc1,0,3,-2,4,11,103,·,1,-3,1629,1
O=S(=O)(Nc1cc(C(F)(F)F)ccc1N1CCOCC1)c1ccc2ccccc2c1,2,6,3,-14,6,99,0.11,1,8,1418,1.1
COc1ccc(N(CC(=O)NCCSC(C)(C)C)S(C)(=O)=O)c(OC)c1,5,-5,0,0,13,98,1.4,1.1,-2,1573,1
O=C(NCCN1CCOCC1)NC1(C(F)(F)F)Oc2ccccc2O1,-3,-11,6,11,3,105,0.013,0.9,1,1471,0.9
COc1cc(NS(C)(=O)=O)c(OC)cc1NC(=O)c1ccccc1,6,-5,2,3,-7,97,·,1,-10,1526,1
